Bioassay records from PubChem BioAssay.
FBW7 activator – activators of human E3 ligase FBW7 | normalized activity (activation), % at 26.1 µM | AlphaScreen FBW7–phospho-cyclin E peptide binding, activator screen | 650,000 tested, 0.13% active; in the data active = normalized activity above about 1.9%;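 note: purified mutant Fbw7 with reduced substrate affinity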
MITF inh – inhibitors of human MITF; inhibition, % at 2.6 µM; AID 1259374; O75030; AlphaScreen MITF homodimerization, bead proximity signal; 650,000 tested, 0.91% active; in the data active = inhibition above about 50%;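 note: 0% = vehicle wells with protein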
Target sequence (O75030 whole entry, looked up): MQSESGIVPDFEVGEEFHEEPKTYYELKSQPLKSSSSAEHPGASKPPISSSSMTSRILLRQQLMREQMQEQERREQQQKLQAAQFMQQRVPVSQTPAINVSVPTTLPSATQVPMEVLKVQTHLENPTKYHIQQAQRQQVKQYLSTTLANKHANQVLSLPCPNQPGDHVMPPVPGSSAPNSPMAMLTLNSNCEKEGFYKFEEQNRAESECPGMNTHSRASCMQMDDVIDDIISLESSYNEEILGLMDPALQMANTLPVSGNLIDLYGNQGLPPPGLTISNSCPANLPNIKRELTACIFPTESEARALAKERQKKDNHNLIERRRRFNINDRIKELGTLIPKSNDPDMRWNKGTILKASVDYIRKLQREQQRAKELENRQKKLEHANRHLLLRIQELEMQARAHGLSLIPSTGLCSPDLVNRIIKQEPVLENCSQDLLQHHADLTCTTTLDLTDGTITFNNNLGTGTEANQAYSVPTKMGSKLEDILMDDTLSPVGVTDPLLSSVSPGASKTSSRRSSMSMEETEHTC
TEAD-YAP inh – TEAD-YAP interaction inhibition. HEK-TIYL cells, TEAD-Gal4/YAP UAS-luciferase luminescence. inhibition, % at 9.12 µM. 640,000 tested, 1.4% active. AID 1259422; in the data active = inhibition above about 32%;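 note: 0% = median of test compound wells and 100% = reference inhibitor wells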
GPR151 ag – activates the human receptor GPR151 | PathHunter beta-arrestin GPR151 cells, luminescence | activation, % at 11.2 µM | 650,000 tested, 1% active | AID 1508602; in the data active = activation above about 4.9%;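 note: 0% = median of compound wells and 100% = cells with positive control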
Target sequence (Q8TDV0 whole entry, looked up): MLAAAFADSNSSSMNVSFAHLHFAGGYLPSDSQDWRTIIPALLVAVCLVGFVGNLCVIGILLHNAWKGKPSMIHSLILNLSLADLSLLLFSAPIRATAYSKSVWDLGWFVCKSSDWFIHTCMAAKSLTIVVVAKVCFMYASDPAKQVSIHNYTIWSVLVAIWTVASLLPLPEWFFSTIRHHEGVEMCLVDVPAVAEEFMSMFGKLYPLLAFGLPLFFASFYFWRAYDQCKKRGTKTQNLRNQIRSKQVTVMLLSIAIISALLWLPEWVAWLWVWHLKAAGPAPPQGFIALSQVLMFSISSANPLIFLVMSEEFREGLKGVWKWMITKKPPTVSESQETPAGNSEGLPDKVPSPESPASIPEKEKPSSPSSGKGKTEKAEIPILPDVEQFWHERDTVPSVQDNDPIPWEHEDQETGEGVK
An asterisk follows results filed as active; & = joins results of further samples.

1: Cc1cccc(N2CCN(S(=O)(=O)c3cc(C(=O)Nc4ccc(Cl)c(Cl)c4)ccc3F)CC2C)c1 (stereo unspecified)
2: NC(=O)c1ccc(-c2nc(N)c3ncn(-c4ccccc4)c3n2)cc1
3: COc1cc(NC(=O)/C=C/C(=O)O)cc(OC)c1
4: O=C(OCc1ccc(-c2ccc(Br)cc2)o1)c1ccc2c(c1)OCCO2
5: CCNC(=O)[C@@H]1C[C@@H](NCc2cccc(F)c2)CN1Cc1cccc(Cl)c1
6: O=C1c2cccc3cccc(c23)C(=O)N1Cc1cccnc1

compound no.,1,2,3,4,5,6
FBW7 activator,0.7,0.0,-0.2,-0.1,-0.1,0.2
MITF inh,11.0,8.2,-8.4,-1.7,-4.7,16.7
TEAD-YAP inh,10.4,55.5*,-5.9,-2.4,-13.1,2.6
GPR151 ag,-1.2,0.0,-1.0,1.1,-0.1,-0.9

4 entries from above, with bars between the fields:
cpd | structure | FBW7 activator | MITF inh | TEAD-YAP inh | GPR151 ag
1 | Cc1cccc(N2CCN(S(=O)(=O)c3cc(C(=O)Nc4ccc(Cl)c(Cl)c4)ccc3F)CC2C)c1 (stereo unspecified) | 0.7 | 11.0 | 10.4 | -1.2
2 | NC(=O)c1ccc(-c2nc(N)c3ncn(-c4ccccc4)c3n2)cc1 | 0.0 | 8.2 | 55.5* | 0.0
3 | COc1cc(NC(=O)/C=C/C(=O)O)cc(OC)c1 | -0.2 | -8.4 | -5.9 | -1.0
4 | O=C(OCc1ccc(-c2ccc(Br)cc2)o1)c1ccc2c(c1)OCCO2 | -0.1 | -1.7 | -2.4 | 1.1

(continued)
7: CCOC(=O)C1C(=O)CC(O)(c2cccc([N+](=O)[O-])c2)CC1C=C(Cl)Cl (stereo unspecified)
8: O=C(Nc1cccc(C(F)(F)F)c1)c1ccc(NC(=O)c2ccccc2Br)cc1
9: Cc1ccc(-c2noc(CNS(=O)(=O)c3ccccc3)n2)cc1
10: O=C(/C=C/c1cccs1)c1ccc2c(c1)OCCO2
11: CCN(CC)c1nc(NCc2cccnc2)nc(Nc2ccccc2)n1
12: Cc1c(C(=O)N2CC(C)OC(C)C2)sc2nc(-c3ccc(F)cc3)cn12 (stereo unspecified)

compound no.,7,8,9,10,11,12
FBW7 activator,0.1,0.0,-0.2,0.7,-0.1&0.0,0.4
MITF inh,2.9,-8.1,6.4,22.1,4.1&0.1,19.3
TEAD-YAP inh,-8.8,-5.9,-10.1,23.1,-19.2&-17.3,-2.2
GPR151 ag,-0.1,0.5,3.1,-2.2,0.8&0.1,-0.6

13: c1ccc(N2CCN(c3nc4ncnc(NCc5nc6ccccc6[nH]5)c4[nH]3)CC2)nc1
14: COc1cc(C(=O)Nc2c3c(nn2-c2ccc(C)cc2C)CSC3)cc(OC)c1OC
15: O=C(CSc1nnc(-c2c[nH]c3ccccc23)o1)c1nnc(-c2ccccc2)o1
16: CC(NC(=O)Cc1ccccc1)C12CC3CC(CC(C3)C1)C2 (stereo unspecified)
17: COc1ccc(S(=O)(=O)N2CCN(Cc3ccc(SC)cc3)CC2)cc1
18: CC(=C\c1ccccc1)/C=C1/N=C(c2cccc([N+](=O)[O-])c2)OC1=O

compound no.,13,14,15,16,17,18
FBW7 activator,-0.1,0.1,0.5,0.0,-0.2,0.3
MITF inh,7.7,7.1,-4.5,3.7,45.6,15.0
TEAD-YAP inh,-1.8,10.6,-8.9,-11.0,-2.4,6.4
GPR151 ag,-0.2,1.4,-0.9,0.3,-1.6,0.3

19: CCc1ccccc1NC(=O)CSc1nc2n[nH]c(C)c2c(=N)n1-c1cccc(C)c1
20: CCC(Cc1ccccc1)NS(=O)(=O)c1ccc(F)c(C(=O)Nc2cc(C)cc(C)c2)c1 (stereo unspecified)
21: CN(C)CCC=C1c2ccccc2CCc2ccccc21
22: CSc1ccc(C2C(C#N)=C(N)N(c3ccc(Br)cc3F)C3=C2C(=O)CC(C)(C)C3)cc1 (stereo unspecified)
23: C=CCn1c(SCC(=O)Nc2ccc(Cl)cc2)nc2sc(CC)cc2c1=O
24: COC(=O)c1ccccc1NC(=O)c1c(C)c(-c2ccc(C)cc2)nc2ccccc12

compound no.,19,20,21,22,23,24
FBW7 activator,0.0,0.0,0.0&-0.2&0.0&0.1,0.5,-0.1,0.8
MITF inh,2.8,-6.4,-15.8&2.1&2.2&21.7,9.3,5.9,11.2
TEAD-YAP inh,8.3,-6.7,-1.7&0.7,-15.1,3.1,-4.5
GPR151 ag,0.0,1.4,1.2&1.3&0.6&3.7,2.1,1.4,-1.1

25: O=C(O)CCC(=O)Nc1nnc(C(F)(F)F)s1
26: CN1CCN(C2CCN(S(=O)(=O)c3ccccc3)CC2)CC1
27: CCOC(=O)c1c(/N=c2\oc3cc(O)ccc3cc2C(N)=O)sc2c1CCCC2
28: N=c1sccn1CC(=O)Nc1ccccc1Oc1ccccc1
29: CC(C)(C)C(=O)NCCn1ccc2ccccc21
30: Clc1ccc(-n2nnc3c(N4CCNCC4)ncnc32)cc1

compound no.,25,26,27,28,29,30
FBW7 activator,0.3,0.2,0.0,0.0,-0.1,0.1
MITF inh,8.8,58.8*,0.1,0.0,-1.4,-1.4
TEAD-YAP inh,11.8,6.2,5.8,-5.4,-13.7,-10.9
GPR151 ag,-0.6,-0.4,-0.5,-0.3,-0.4,-1.1

31: Cc1cc2ccccc2c(=O)n1CC(=O)N1CCC(C(N)=O)CC1
32: CCOC(=O)c1c(NC(=S)Nc2ccc(OC)cc2)sc(C)c1C
33: CC(=O)N1c2ccccc2NC2=C(C(=O)CC(c3ccc(Cl)cc3)C2)C1c1ccc(F)cc1 (stereo unspecified)
34: CC(C)(CNC(=O)CC1C(=O)NCCN1Cc1ccc(F)cc1)N1CCOCC1 (stereo unspecified)
35: Clc1ccc(SCCc2ccncc2)cc1Cl
36: Cc1ccc(C(=O)Nc2ccc(F)cc2)cc1S(=O)(=O)N1CCCCCC1

compound no.,31,32,33,34,35,36
FBW7 activator,0.1,0.1,0.0,-0.1,0.0,-0.2
MITF inh,-10.6,15.7,1.6,-7.7,-4.9,-1.3
TEAD-YAP inh,11.0,5.3,8.1,-2.0,5.6,-16.6
GPR151 ag,-0.2,0.3,-0.3,-0.7,1.8,-0.2

37: COc1cc(-c2cn[nH]c2N)cc(OC)c1OC
38: O=C(OCCN1C(=O)C2C3c4ccccc4C(c4ccccc43)C2C1=O)c1ccccc1[N+](=O)[O-] (stereo unspecified)
39: Cc1nc2ncccc2c(=O)n1-c1ccc(NC(=O)c2ccc3ccccc3c2)cc1
40: CC(C)CCNC(=O)CC(C)(C)CC1=NS(=O)(=O)c2ccccc2N1
41: O=S(=O)(c1ccc(C2CCCCC2)cc1)N1CCNCC1
42: Brc1ccc(C2=CSC(c3ccccc3)=NN2)cc1

compound no.,37,38,39,40,41,42
FBW7 activator,0.0,-0.1,-0.1,0.0,-0.1,0.1
MITF inh,8.8,-7.5,14.9,-9.0,8.2,4.8
TEAD-YAP inh,10.4,0.3,12.6,3.3,11.8,-71.9
GPR151 ag,-1.3,0.0,0.6,-0.3,1.2,-0.3

43: Cc1ccccc1NC(=O)CSc1[nH]c(=O)cc(C)c1C#N
44: CCOC(=O)C1=C(c2ccccc2)N=c2s/c(=C/c3cccs3)c(=O)n2C1c1cccs1 (stereo unspecified)
45: CCCCSc1nsc(NC(C)=O)n1
46: CC(C)COc1ccc(/C=C2/SC(=Nc3ccccc3)N(Cc3ccccc3)C2=O)cc1
47: CCCNC(CC(=O)Nc1cc(Cl)ccc1Cl)C(=O)O (stereo unspecified)
48: CC1CCCC(NC(=O)C2N(C(C)(C)C)C(=O)C3C(C(=O)Nc4ccc(Cl)cc4)C4C=CC32O4)C1C (stereo unspecified)

compound no.,43,44,45,46,47,48
FBW7 activator,0.1,0.2,0.0,0.0,0.0,0.0
MITF inh,4.0,7.8,2.3,-7.3,11.5,-1.4
TEAD-YAP inh,1.3,4.2,-54.6,6.4,-0.5,8.5
GPR151 ag,1.5,4.2,0.7,0.3,0.7,0.3

49: COc1cc(/C=C2/C(=N)N3N=C(C(C)C)SC3=NC2=O)ccc1OCCOc1ccc(C(C)(C)C)cc1
50: CC1CN(C(=O)c2ccccc2Oc2ccccc2)CC(C)O1 (stereo unspecified)
51: COc1cc(OC)cc(C(=O)NNC(=O)CCCOc2ccccc2)c1
52: S=C(Nc1ccc2c(c1)OCO2)NC1CCN(Cc2ccccc2)CC1
53: C=Cc1ccc(Cn2c(C(=O)O)c(CNC3CCC(C)CC3)c3ccccc32)cc1 (stereo unspecified)
54: Brc1c(NC2=NCCN2)ccc2nccnc12

compound no.,49,50,51,52,53,54
FBW7 activator,0.1,0.0,0.2,-0.1,0.2,-0.2&0.0&-0.1
MITF inh,10.7,-2.9,8.7,14.3,2.8,-2.9&15.8&-5.9
TEAD-YAP inh,5.0,1.8,-2.8,-4.8,2.6,8.2
GPR151 ag,0.2,-1.5,-0.2,-1.0,-0.6,-0.3&1.2&0.2

55: CCN1CC2([N+](=O)[O-])C(=O)CC3OC(C)CC2C3([N+](=O)[O-])C1 (stereo unspecified)
56: Cc1nc(N/N=C/c2ccc(O)cc2)cc(-c2ccccc2)n1
57: CCOc1cc(/C=N/NC(=O)CNC(=O)c2ccc(OC)c(OC)c2)cc([N+](=O)[O-])c1O
58: Cc1c(NC(=S)NC(=O)c2cccc(Br)c2)cccc1-c1nc2ncccc2o1
59: CSc1ccc(Cl)c(C(N)=O)c1
60: Cn1c2c(c(=O)[nH]c1=O)C(c1ccc(F)cc1)C1=C(CC(C)(C)CC1=O)N2 (stereo unspecified)

compound no.,55,56,57,58,59,60
FBW7 activator,0.0,-0.1,0.0,0.0,-0.2,0.3
MITF inh,-4.7,-5.0,14.7,-5.0,0.3,24.0
TEAD-YAP inh,-2.0,-25.8,7.2,-3.3,2.5,10.6
GPR151 ag,0.9,0.1,0.0,2.1,3.3,0.0

61: CCCC1(CC)NC(=S)N(c2ccc(Cl)cc2)N1 (stereo unspecified)
62: Cc1ccc(CC2(CCC(=O)NCc3ccc(C)o3)CCC(=O)N2)cc1 (stereo unspecified)
63: O=C(Nc1ccc(Br)cc1Cl)c1ccc2c(c1)OCCO2
64: CC(=O)NS(=O)(=O)c1ccc(N=NN2CCOCC2)cc1
65: COc1ccc(-c2noc(N3CCC(C(=O)NCCCOC(C)C)CC3)n2)cc1
66: CC(C)NC(=O)c1cc([N+](=O)[O-])cc([N+](=O)[O-])c1

compound no.,61,62,63,64,65,66
FBW7 activator,0.7,0.0,0.8,-0.1,0.7,-0.3
MITF inh,10.4,6.8,7.4,0.2,2.1,-7.8
TEAD-YAP inh,-16.0,3.9,-42.9,8.9,12.0,-3.4
GPR151 ag,3.6,2.0,-1.4,0.5,2.4,-1.2

67: CCc1ccc(N2CCN(S(=O)(=O)c3ccc(NC(C)=O)cc3)CC2)cc1
68: O=C1C(Cl)=C(Nc2cccc(O)c2)C(=O)N1CCc1ccccc1
69: CCCS(=O)(=O)NCCc1cc2ccc(C)cc2[nH]c1=O
70: O=[N+]([O-])c1nn(-c2ccc(Cl)cc2)n(O)c1=Nc1ccccc1
71: O=C(CSc1nc2c([nH]c3ccccc32)c(=O)n1-c1ccc(Cl)cc1)N1CCCC1
72: Cc1cc(S(=O)(=O)c2ccc(Cl)cc2)c(C)c(S(=O)(=O)N2CCC(C(=O)O)CC2)c1

compound no.,67,68,69,70,71,72
FBW7 activator,-0.2,0.3,0.2,-0.4,0.1,-0.1
MITF inh,-17.1,23.2,15.4,-0.3,-9.8,-1.7
TEAD-YAP inh,1.4,-37.8,6.7,62.0*,3.3,-4.4
GPR151 ag,-1.4,1.6,-0.2,0.2,-0.2,0.5

Limited to MITF inh, GPR151 ag and FBW7 activator (six entries from above):
entry | Structure | MITF inh | GPR151 ag | FBW7 activator
17 | COc1ccc(S(=O)(=O)N2CCN(Cc3ccc(SC)cc3)CC2)cc1 | 45.6 | -1.6 | -0.2
18 | CC(=C\c1ccccc1)/C=C1/N=C(c2cccc([N+](=O)[O-])c2)OC1=O | 15.0 | 0.3 | 0.3
19 | CCc1ccccc1NC(=O)CSc1nc2n[nH]c(C)c2c(=N)n1-c1cccc(C)c1 | 2.8 | 0.0 | 0.0
20 | CCC(Cc1ccccc1)NS(=O)(=O)c1ccc(F)c(C(=O)Nc2cc(C)cc(C)c2)c1 (stereo unspecified) | -6.4 | 1.4 | 0.0
21 | CN(C)CCC=C1c2ccccc2CCc2ccccc21 | -15.8&2.1&2.2&21.7 | 1.2&1.3&0.6&3.7 | 0.0&-0.2&0.0&0.1
22 | CSc1ccc(C2C(C#N)=C(N)N(c3ccc(Br)cc3F)C3=C2C(=O)CC(C)(C)C3)cc1 (stereo unspecified) | 9.3 | 2.1 | 0.5

Following part:
73: COc1ccc(C)cc1NC(=O)C(=O)NCc1ccccn1
74: CC(/C=C/C=C/c1ccccc1)=N/NC(=O)CNc1ccc(C)cc1
75: O=C(Nc1cc(Cl)ccc1O)c1ccc(Cl)c(C(=O)c2ccc(Cl)cc2)c1
76: Cc1cc(C)nc(SCC(=O)Nc2ccc(S(=O)(=O)NC3CCCCC3)cc2)n1
77: CCCCCOC(=O)Nc1ccc(S(=O)(=O)Nc2ccc(OC)cc2[N+](=O)[O-])cc1
78: O=C(NNc1ccc(Cl)cc1)c1ccccc1

compound no.,73,74,75,76,77,78
FBW7 activator,0.1,0.0,0.3,0.0,-0.1,0.1
MITF inh,12.3,28.4,16.3,10.7,-9.3,-3.4
TEAD-YAP inh,-4.2,-8.2,32.7*,0.0,6.2,-18.7
GPR151 ag,-0.4,3.2,-0.6,0.1,-0.3,2.3

Random draw from the library. Share with any hit: about 3.5%.
